K1F lysis inhibition: inhibition of K1F phage lysis, E. coli UTI89, bacterial capsule biogenesis inhibitors, alamar blue (AID 488966) | one-dose inhibition, % at 100 µM; IC50 in µM for titrated hits | actives 0.02% (n = 340,000) | E. coli UTI89 K1F phage lysis, alamar blue, 2 h; higher % means a stronger effect;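 active means phage lysis inhibition, versus mean bacterial control, above a set limit; inconclusive means no clear call, values can overlap the other calls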;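 further: capsule biogenesis inhibitors block K1F phage lysis so surviving cells raise fluorescence; higher fluorescence means more inhibition of phage lysis; actives were called in the ten point dose series up to 300 µM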
M1AAP inhibition: P. falciparum M1AAP inhibitors, biochemical, fluorogenic H-Leu-NHMec substrate, 1536-well (AID 1445); actives 0.42% (n = 220,000); recombinant M1AAP, H-Leu-NHMec fluorogenic kinetic assay; higher % means a stronger effect; inhibition, % at 30 µM; hits with a dose series show IC50 in µM;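 active means primary inhibition above the hit cutoff, then over 50% inhibition at one or more dose response concentrations, cut at about 23% in these data, passing the limit was not always enough; inconclusive means conflicting primary data, or primary hits not chosen for dose response; inactive means low primary inhibition, or under 50% at every dose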;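 further: plate controls were DMSO full reaction for no effect and no enzyme background for full effect; strong numbers were not always called active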
human PMI inhibitors: human PMI inhibitors, high substrate, primary screen, biochemical, fluorescence intensity, high mannose 6-phosphate (AID 1220); recombinant PMI enzyme, coupled fluorescence intensity; higher % means a stronger effect; one-dose inhibition, % at 20 µM; IC50 in µM for titrated hits; actives 0.66% (n = 190,000)
West Nile antiviral: West Nile virus antiviral activity, cell-based, CPE readout (AID 1621). West Nile virus-infected cells, CPE inhibition; higher % means a stronger effect. CPE inhibition, % at 10 µM; hits with a dose series show IC50 in µM. actives 0.02% (n = 290,000); in the data active means a potency from the dose series; inconclusive means CPE inhibition mostly from about 3.7% at the one dose, without a potency; inactive means the rest, 99 in 100 with CPE inhibition below about 2.2%; further: strong numbers were not always called active
TNAP activators: human TNAP enzyme activators, primary screen, biochemical, luminescent, no phosphate acceptor, uHTS (AID 1001) | purified TNAP, luminescent activation assay, no phosphate acceptor; higher activation fold means a stronger effect | activation fold at 20 µM, or EC50 in µM where a hit was titrated | Alkaline phosphatase, tissue-nonspecific isozyme (Homo sapiens) | actives 0.03% (n = 200,000); in the data active means activation fold from about 3, or a potency from the dose series; inactive means the rest, 99 in 100 with activation fold below about 1.6; further: many of its hits are not listed in these tables
PMI inhibitors: inhibitors of human PMI, primary screen, biochemical, fluorescence intensity, coupled assay (AID 1209); Mannose-6-phosphate isomerase (Homo sapiens); purified PMI enzyme, coupled fluorescence intensity; higher % means a stronger effect; inhibition, % at 20 µM; hits with a dose series show IC50 in µM; actives 0.42% (n = 190,000);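 further: plate controls were DMSO vehicle for no effect and wells lacking substrate for full effect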
RSV CPE inhibition: RSV antiviral activity via CPE protection, HEp-2 cells, primary 10 µM value included (AID 2391); HEp-2 cells, RSV-induced CPE inhibition; higher % means a stronger effect; one-dose CPE inhibition, % at 10 µM; IC50 in µM for titrated hits; actives 0.13% (n = 310,000); in the data active means a potency from the dose series; inconclusive means CPE inhibition mostly from about 23% at the one dose, without a potency; inactive means the rest, 99 in 100 with CPE inhibition below about 21%; further: strong numbers were not always called active
T cell modulator: modulators of CD8 T cell-vesicle binding, primary screen, mouse 2C CD8+ T cells, flow cytometry; 2C CD8+ T cell-vesicle binding; active compounds read low; calls only at 7 µM; actives 0.068% (n = 330,000); AID 2052, 2009;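 active means response, share of CD8 T cells binding vesicles, and their 90th percentile fluorescence all below set limits, cut at about 80% in these data, passing the limit was not always enough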
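Test system: purified 2C TCR transgenic mouse naive CD8+ T cells. Probe or stimulus: QL9-peptide-loaded Drosophila micro-vesicles bearing Ld, ICAM-1 and B7-1. Incubation: binding step 1.5 h, 37 °C, antibody labelling 20 min, ice. Measured by: flow cytometry of vesicle-bound cells.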
P. falciparum M17LAP: P. falciparum M17LAP inhibitors, primary screen, biochemical, fluorogenic H-Leu-NHMec substrate, 1536-well (AID 1619) | recombinant M17LAP, H-Leu-NHMec fluorogenic kinetic assay; higher % means a stronger effect | Leucine aminopeptidase (Plasmodium falciparum (isolate 3D7)) | actives 0.38% (n = 220,000) | one-dose inhibition, % at 30 µM; IC50 in µM for titrated hits;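 active means compound inhibiting the enzyme by more than half at any dose during confirmatory dose-response retesting; inconclusive means strong single-dose inhibitors picked by rank but not retested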;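 further: plate controls were full reaction with DMSO carrier for no effect and no enzyme background for full effect; strong numbers were not always called active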
T cell modulator vesicle-bound %: also measured in T cell modulator; calls as there; double positive events, %; measured here: CD8+ vesicle-bound cell fraction;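 binding gate set so that unloaded-vesicle control wells show 10% double positive cells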
An asterisk follows results filed as active; i = inactive; ? = inconclusive; . = not tested or not shown; [ ] = dose if it differs, or a comment. Unless noted, no stated cut-off is given here; in the data, active means inhibition above about 50%; inactive means the rest.

Order of results: K1F lysis inhibition	M1AAP inhibition	human PMI inhibitors	West Nile antiviral	TNAP activators	PMI inhibitors	RSV CPE inhibition	T cell modulator	T cell modulator vesicle-bound %	P. falciparum M17LAP
#1 COc1cc2c(cc1OC)CN(C(=S)Nc1ccc(Cl)cc1)CC2
  -1.0%	2%	.	-0.2%	.	.	1.8%	i	21	2%
#2 O=[N+]([O-])c1cc(S(=O)(=O)N2CCCCCC2)ccc1Cl
  -2.1%	-6%	-4%	-0.8%	1	-1%	.	.	.	-8%
#3 O=c1[nH]c2ccccc2nc1/C=C(\O)C(F)F
  0.0%	6%	-12%	-0.6%	1.1	-24%	9.9%	i	46	8%
#4 Cc1cc(C(=O)OCC(=O)Nc2cccnc2Cl)c2ccccc2n1
  0.5%	1%	10%	-0.2%	1.1	4%	1.3%	i	16	-5%
#5 N#C/C=C/N1CCN(Cc2ccc3c(c2)OCO3)CC1
  0.1%	.	.	-0.2%	.	.	0.4%	i	53	.
#6 O=C(Nc1ccc(S(=O)(=O)NCCc2ccccc2)cc1)c1ccc(Br)o1
  0.1%	3%	14%	-1.7%	1.1	17%	5.8%	i	49	2%
#7 CCCc1nc2sc3ccccc3c(=O)c2c(=O)n1Cc1ccc(OC)cc1
  .	3%	.	-1.0%	.	.	.	i	8	0%
#8 O=C(Nc1cccc(S(=O)(=O)N2CCOCC2)c1)c1cc2c(s1)CCC2
  0.5%	6%	7%	-1.2%	1.1	1%	?	i	30	2%
#9 Cc1ccccc1C(=O)NC(=S)Nc1ccccc1[N+](=O)[O-]
  2.3%	8%	6%	-0.9%	1.1	3%	1.8%	i	46	11%
#10 CC(Oc1ccc(-c2ccccc2)c(F)c1)c1ccn(S(=O)(=O)c2ccc(Cl)cc2)n1 (stereo not drawn)
  -0.3%	0%	6%	-1.3%	1	11%	20%	i	18	-16%
#11 COc1ccc(S(=O)(=O)N(CCc2ccccc2)CC(=O)NCCCO)cc1
  0.2%	8%	10%	-0.6%	1.1	8%	0.8%	i	27	-3%
#12 O=C(OCC(=O)N1CCN(c2ccccc2)CC1)c1cc(Cl)ccc1[N+](=O)[O-]
  -0.1%	.	.	-0.1%	.	.	2.7%	i	64	.
#13 Cc1cccc(C(=O)c2cnc3ccccc3c2-c2ccccc2)c1
  0.1%	3%	3%	1.0%	1	3%	?	i	31	9%
#14 CCOc1ccc(-c2nc(C#N)c(NCc3ccc4c(c3)OCO4)o2)cc1
  0.7%	1%	12%	-0.2%	1.1	17%	1.7%	i	48	5%
#15 CC1(C(=O)OCC(=O)NC(=O)NCc2ccccc2)CC1(Cl)Cl (stereo not drawn)
  0.6%	-1%	3%	0.3%	1.1	-3%	1.4%	i	25	-3%
#16 O=c1ccc2cc3c([nH]c4ccc(Br)cc43)oc-2c1O
  -6.1%	12%	30µM*	0.1%	1	70%*	-1.4%	i	46	25%
#17 Cc1cccc(C)c1OCC(O)CN1CCN(c2ccccc2)CC1 (stereo not drawn)
  0.8%	4%	0%	-0.7%	1.1	-4%	1.4%	i	48	-2%
#18 Cc1nnc(Sc2cc(NCCO)c([N+](=O)[O-])c3nonc23)s1
  1.0%	7%	17%	?	1	-1%	.	.	.	8%
#19 O=C(NCCOc1ccccc1)C1Nc2ccc(C(F)(F)F)cc2C2c3ccccc3CC12 (stereo not drawn)
  0.9%	.	.	?	.	.	5.8%	i	29	.
#20 COc1ccc2ncc(S(=O)(=O)c3ccccc3)c(N3CCN(c4ccccc4)CC3)c2c1
  2.8%	5%	22%	-0.2%	1	15%	8.9%	i	31	7%
#21 COc1ccc(-c2nnc3ccc(SCC(=O)NCC4CCCO4)nn23)cc1 (stereo not drawn)
  5.8%	7%	14%	-0.9%	1.2	13%	1.1%	i	8	3%
#22 COc1ccccc1N1CCN(/N=C(\C)c2ccc(O)cc2)CC1
  0.5%	.	.	0.5%	.	.	2.1%	i	25	.
#23 CC1(OC(=O)C2CCCC2)C(=O)C=C2C=C(c3ccsc3)N(CCCCO)C=C2C1=O (stereo not drawn)
  0.6%	0%	.	0.7%	.	.	-0.8%	i	32	9%
#24 Cc1ccc(OCCOCCOc2cccc3cccnc23)c(Br)c1
  5.7%	5%	10%	-1.4%	1	18%	?	i	39	2%
#25 Cc1ccc([N+](=O)[O-])cc1NC(=O)CSc1nncn1-c1ccccn1
  0.6%	.	.	-1.0%	.	.	1.8%	i	44	.
#26 O=C(Nc1ccn(Cc2ccccc2F)n1)c1ccc(COc2cc(Cl)ccc2Cl)o1
  -0.7%	0%	19%	-0.4%	1.1	24%	1.4%	i	11	2%
#27 O=C(Nc1nc2c(ccc3ccccc32)s1)c1ccco1
  -0.3%	11%	18%	-0.5%	1.1	14%	44%	i	23	-14%
#28 Cc1nn(-c2ccccc2)c(C)c1C(=O)NCc1cccs1
  4.2%	-3%	-9%	0.0%	1.1	-8%	1.8%	i	19	-4%
#29 CCOC(=O)CCC(NC(=O)c1ccccc1C(=O)NC(CCC(=O)OCC)C(=O)OCC)C(=O)OCC (stereo not drawn)
  0.4%	-1%	-6%	-0.4%	1.1	-6%	-1.2%	i	46	19%
#30 COc1ccc(Cl)cc1NC(=O)C[n+]1cccc(C)c1
  0.0%	.	.	-0.3%	.	.	1.1%	i	22	.

31	Cc1ccc(S(=O)(=O)N2CCCC2C(=O)NC2=NCCS2)cc1 (stereo not drawn)
32	Cc1ccc(C(=O)NCC(=O)NC2CCCCCC2)cc1
33	COc1ccc(OC)c(S(=O)(=O)N2CCCCCC2)c1
34	CC(NC(=O)c1cc2cc(Br)ccc2oc1=N)c1ccccc1 (stereo not drawn)
35	COc1ccccc1/C=C/c1nc(C#N)c(N(C)C)o1
36	COc1ccc(OCCCC(=O)NCc2ccco2)cc1
Screen / compound no.,31,32,33,34,35,36
K1F lysis inhibition,0.6%,-0.4%,-0.1%,-0.3%[50 µM],0.8%,0.1%
M1AAP inhibition,-1%,.,5%,.,.,2%
human PMI inhibitors,1%,.,8%,.,.,5%
West Nile antiviral,0.2%,-0.9%,-0.3%,-0.7%,-1.1%,0.0%
TNAP activators,1.1,.,1.1,.,.,1.1
PMI inhibitors,-6%,.,3%,.,.,7%
RSV CPE inhibition,-0.7%,6.7%,0.1%,7.5%,3.9%,2.5%
T cell modulator,i,i,i,i,i,i
T cell modulator vesicle-bound %,19,46,42,4,53,17
P. falciparum M17LAP,-1%,.,-3%,.,.,2%

37	O=C(NC(=S)Nc1ccc(S(=O)(=O)N2CCOCC2)cc1)c1ccccc1[N+](=O)[O-]
38	CS(=O)(=O)N(CC(=O)NCc1ccco1)c1ccc(Cl)c(C(F)(F)F)c1
39	CC1=NN(c2ccccc2)C(=O)C1N=Nc1ccc(C)cc1 (stereo not drawn)
40	COc1ccc(-c2nn(-c3ccccc3)cc2C(=O)Nc2nccs2)cc1OC
41	COc1cccc(/C=C/C(=O)NCCc2ccc(OC)c(OC)c2)c1
42	NC(=NC(=O)c1ccc(OCC(F)(F)F)nc1)c1ccc(Cl)cc1
Screen / compound no.,37,38,39,40,41,42
K1F lysis inhibition,2.4%,0.8%,.,3.1%,2.4%,-0.4%
M1AAP inhibition,3%,4%,16%,4%,-4%,.
human PMI inhibitors,-1%,4%,1%,21%,4%,.
West Nile antiviral,0.4%,-0.6%,-0.5%,1.9%,-0.4%,-0.1%
TNAP activators,1,0.9,1.1,1,0.9,.
PMI inhibitors,-1%,-2%,-5%,22%,10%,.
RSV CPE inhibition,-0.1%,2.3%,0.2%,0.0%,-0.4%,2.6%
T cell modulator,i,i,i,i,i,i
T cell modulator vesicle-bound %,61,18,28,2,2,25
P. falciparum M17LAP,-4%,4%,-5%,21%,-2%,.

An excerpt of these results, with each value named.
#42 NC(=NC(=O)c1ccc(OCC(F)(F)F)nc1)c1ccc(Cl)cc1
- K1F lysis inhibition: -0.4%
- M1AAP inhibition: .
- human PMI inhibitors: .
- West Nile antiviral: -0.1%
- TNAP activators: .
- PMI inhibitors: .
- RSV CPE inhibition: 2.6%
- T cell modulator: i
- T cell modulator vesicle-bound %: 25
- P. falciparum M17LAP: .

#40 COc1ccc(-c2nn(-c3ccccc3)cc2C(=O)Nc2nccs2)cc1OC
- K1F lysis inhibition: 3.1%
- M1AAP inhibition: 4%
- human PMI inhibitors: 21%
- West Nile antiviral: 1.9%
- TNAP activators: 1
- PMI inhibitors: 22%
- RSV CPE inhibition: 0.0%
- T cell modulator: i
- T cell modulator vesicle-bound %: 2
- P. falciparum M17LAP: 21%

#39 CC1=NN(c2ccccc2)C(=O)C1N=Nc1ccc(C)cc1 (stereo not drawn)
- K1F lysis inhibition: .
- M1AAP inhibition: 16%
- human PMI inhibitors: 1%
- West Nile antiviral: -0.5%
- TNAP activators: 1.1
- PMI inhibitors: -5%
- RSV CPE inhibition: 0.2%
- T cell modulator: i
- T cell modulator vesicle-bound %: 28
- P. falciparum M17LAP: -5%

#41 COc1cccc(/C=C/C(=O)NCCc2ccc(OC)c(OC)c2)c1
- K1F lysis inhibition: 2.4%
- M1AAP inhibition: -4%
- human PMI inhibitors: 4%
- West Nile antiviral: -0.4%
- TNAP activators: 0.9
- PMI inhibitors: 10%
- RSV CPE inhibition: -0.4%
- T cell modulator: i
- T cell modulator vesicle-bound %: 2
- P. falciparum M17LAP: -2%

More results follow.
43	CSc1nc2nc3c(cc2c(=O)[nH]1)C(O)Oc1ccc(C)cc1-3 (stereo not drawn)
44	CCOC(=O)N1CCN(CC(=O)c2ccc3c(c2)CCN3)CC1
45	Brc1cccc(OCCN2CCc3ccccc3C2)c1
46	C/C(=N/OC(=O)c1ccc(Br)cc1)c1ccc(C)cc1
47	COc1ccc(NC(=O)c2noc3c2CCC3)cc1
48	Cc1cc(C(=O)COc2ncnc3sccc23)c(C)n1C1CC1
Screen / compound no.,43,44,45,46,47,48
K1F lysis inhibition,4.5%,-0.2%,0.3%,0.5%,0.5%,4.7%
M1AAP inhibition,19%,-2%,.,.,6%,7%
human PMI inhibitors,-2%,-2%,.,.,-1%,14%
West Nile antiviral,-1.2%,-0.4%,-1.0%,0.6%,-0.6%,-0.7%
TNAP activators,1,1,.,.,1.1,1
PMI inhibitors,-5%,-10%,.,.,3%,9%
RSV CPE inhibition,6.2%,-1.3%,-0.9%,0.9%,0.5%,-0.2%
T cell modulator,i,i,i,i,i,i
T cell modulator vesicle-bound %,30,55,59,50,34,12
P. falciparum M17LAP,18%,-24%,.,.,6%,16%

Bioassay records deposited in PubChem by several laboratories.
